Kir21 inh = Kir2.1 (mouse) channel inhibition. P35561. HEK293-Kir2.1, FluxOR thallium flux fluorescence; active compounds read low. B-score at 10 µM. actives 0.85% (n = 310,000);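 active means fluorescence ratio B-score at or below minus 3 SD of library scores, with starting-brightness B-score within 2 SD, cut at about -4.2 in these data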;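 further: channel flux triggered by added potassium and thallium sulfate stimulus; B-score of peak minus minimum fluorescence over baseline after thallium stimulus; more negative B-score means stronger Kir2.1 block with less thallium influx; some compounds called inactive have numbers as strong as hits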
KCNQ2 block = KCNQ2 channel blockers in CHO-K1 cells – cell-based, FluxOR thallium flux, B-score, primary screen (AID 2156); O88943; 20 min; active compounds read low; B-score at 10 µM; actives 1.1% (n = 310,000);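 active means fluorescence ratio B-score at most minus 3 library SDs, with starting brightness B-score within 2 library SDs, cut at about -5.5 in these data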
Target sequence (O88943 whole entry, looked up): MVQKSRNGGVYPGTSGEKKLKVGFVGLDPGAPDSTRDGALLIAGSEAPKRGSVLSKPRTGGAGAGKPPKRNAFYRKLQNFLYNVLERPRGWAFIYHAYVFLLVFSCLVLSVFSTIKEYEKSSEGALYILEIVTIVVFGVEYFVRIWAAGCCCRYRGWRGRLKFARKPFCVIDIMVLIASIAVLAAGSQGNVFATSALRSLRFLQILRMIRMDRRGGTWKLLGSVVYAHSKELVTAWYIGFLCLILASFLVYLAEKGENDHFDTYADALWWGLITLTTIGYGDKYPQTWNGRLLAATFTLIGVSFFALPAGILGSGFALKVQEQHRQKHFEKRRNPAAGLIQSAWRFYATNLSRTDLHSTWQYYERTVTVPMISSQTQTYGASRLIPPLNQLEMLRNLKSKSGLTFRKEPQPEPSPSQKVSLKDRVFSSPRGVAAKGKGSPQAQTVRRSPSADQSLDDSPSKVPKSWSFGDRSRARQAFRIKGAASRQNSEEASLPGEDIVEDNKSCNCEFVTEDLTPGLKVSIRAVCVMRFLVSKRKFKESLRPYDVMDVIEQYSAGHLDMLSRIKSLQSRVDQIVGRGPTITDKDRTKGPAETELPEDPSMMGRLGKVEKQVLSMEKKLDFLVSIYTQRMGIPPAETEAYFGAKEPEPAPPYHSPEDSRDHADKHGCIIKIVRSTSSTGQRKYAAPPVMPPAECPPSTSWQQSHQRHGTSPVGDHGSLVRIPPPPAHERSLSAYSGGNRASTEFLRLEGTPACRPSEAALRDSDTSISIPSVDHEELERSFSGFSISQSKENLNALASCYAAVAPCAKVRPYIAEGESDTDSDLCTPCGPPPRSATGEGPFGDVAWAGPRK
Active calls of the source: *; i = inactive.

SMILES	Kir21 inh	KCNQ2 block
Cc1ccccc1CSc1nncn1N	-0.42	i
Cc1c(NC(=O)c2ccc3c(c2)OCO3)cccc1-c1nc2ccccc2s1	-0.39	i
COCc1c(Br)c(C)nc(OCC(=O)O)c1C#N	1.1	i
CCN(CCNC(=O)CC1Oc2ccccc2NC1=O)c1ccccc1 (stereo not drawn)	-1.5	i
Cc1ccc(N2C(=O)S/C(=C/c3cn(C)c4ccccc34)C2=O)cc1	-2.7	i
Cc1nonc1NC(=O)CSc1nnc(-c2ccoc2C)n1CC(C)C	0.15	i
Cc1ccc(S(=O)(=O)N2CCOCC2)cc1NC(=O)COC(=O)c1ccc(OCc2c(C)noc2C)cc1	0.12	i
Cc1ccc(-c2n[nH]c(=O)c3ccccc23)cc1S(=O)(=O)NCC1CCCO1 (stereo not drawn)	0.34	i
CC(=O)Nc1ccc(S(=O)(=O)NCCC(=O)OCC(=O)N2CCN(C(=O)c3ccco3)CC2)cc1	0.48	i
Cc1nc(C)c(C(=O)OCC(=O)N2CCN(c3ccccc3)CC2)s1	0.27	i
Cc1ccc(O)c(Cn2nnc3ccccc32)c1	-1.4	i
OCC1(CCOc2ccccc2)CCN(Cc2cn[nH]c2-c2ccc(F)cc2)CC1	-1.2	i
O=C(NCCCCCc1nc2ccccc2[nH]1)c1ccccc1Cl	-1.8	i
Cc1ccc(-n2nc3c(=O)n(CCCC(=O)NCCc4ccccc4)nc(C)c3c2C)cc1	1.1	i
CC(Oc1ccc(Cl)cc1Cl)C(=O)N(C)c1ccccc1 (stereo not drawn)	-6.4*	i
CSc1nsc(SC)c1NC(=O)N1CCCC1	0.2	i
O=C(CSc1nnc(-c2ccccn2)n1Cc1ccccc1)N1CCOCC1	-0.31	i
Cc1ccc(NC(=O)CSCC(N)=O)cc1C	0.64	i
Cc1ccccc1C(=O)NNC(=O)C1CCN(c2ncccn2)CC1	0.5	i
Cc1cccc2cc(/C=N/NC(=O)CN3CCCCC3)c(Cl)nc12	-0.06	i
Cc1cc2c(c(/C=C/C(=O)c3ccccc3)c1)OC1(C=C2)Oc2ccccc2C(=O)N1C (stereo not drawn)	-0.36	i
Cc1ccc(-n2c(CCc3ccccc3)n[nH]c2=S)cc1C	0.43	i
CCc1nnc2n1N=C(c1ccc(Cl)cc1)CS2	0.02	i
O=C(Cc1ccc(S(=O)(=O)N2CCOCC2)s1)NCCC(c1ccccc1)c1ccccc1	-1	i
CN(C)CCNc1nc2sc3c(c2c(=O)n1-c1ccccc1)CCCCC3	-0.17	i

Quoted at random: 3 entries already listed, in no set order.
SMILES	Kir21 inh	KCNQ2 block
O=C(Cc1ccc(S(=O)(=O)N2CCOCC2)s1)NCCC(c1ccccc1)c1ccccc1	-1	i
Cc1nonc1NC(=O)CSc1nnc(-c2ccoc2C)n1CC(C)C	0.15	i
Cc1cc2c(c(/C=C/C(=O)c3ccccc3)c1)OC1(C=C2)Oc2ccccc2C(=O)N1C (stereo not drawn)	-0.36	i

The listing picks up with the 3 entries that preceded the break.
SMILES	Kir21 inh	KCNQ2 block
CCc1nnc2n1N=C(c1ccc(Cl)cc1)CS2	0.02	i
O=C(Cc1ccc(S(=O)(=O)N2CCOCC2)s1)NCCC(c1ccccc1)c1ccccc1	-1	i
CN(C)CCNc1nc2sc3c(c2c(=O)n1-c1ccccc1)CCCCC3	-0.17	i
COc1nnc(-c2ccc(N3CCOCC3)c(NC(=O)C3CCCCC3)c2)c2ccccc12	0.24	i
CCOC(=O)C1(Cc2ccccc2Cl)CCN(C(=O)c2cnccn2)CC1	0.33	i
Cc1ccc(N2CC(C(=O)N3CCC(C(=O)NCCCOC(C)C)CC3)CC2=O)cc1 (stereo not drawn)	3.2	i
COc1ccc(N2CCOCC2)c(NC(=O)c2ccc3c(c2)OCO3)c1	0.16	i
C=CCC(Nc1ccccc1)c1ccc(OC)c(OC)c1 (stereo not drawn)	0.11	i
Cc1cc(C)nc(/N=C(\N)Nc2ccc(OCc3ccccc3)cc2)n1	-1.8	i
Cc1cccc(OC(=O)c2sc3ncn(C)c(=O)c3c2C)c1	0.23	i
NC(=O)CSc1nnc(NC(=O)c2cccc(S(=O)(=O)N3CCCCC3)c2)s1	0.28	i
CS(=O)(=O)N(Cc1ccccc1Cl)c1ccc(C(=O)NCc2ccccn2)cc1	-0.01	i
C[N+]1(C)CC[C@H](OC(=O)[C@@](O)(c2ccccc2)C2CCCC2)C1	0.88	i
CCN(CC)S(=O)(=O)c1cccc(-n2c(O)c(C=Nc3ccccc3C(=O)O)c3ccccc3c2=O)c1	0.68	i
COC(=O)c1cccc(N2C(=O)c3cccnc3C2=O)c1	0.27	i
Cc1cccc2cc(CN(CCN3CCOCC3)C(=O)NCc3ccccc3)c(=O)[nH]c12	2.2	i
CN(C)CCNC(=O)c1cc2c(s1)-c1ccc(Cl)cc1SC2	-7.8*	-7.6*
Cc1cc(C)n(CCN(C)Cc2nc(Cc3ccccc3F)no2)n1	0.84	i
O=C(c1ccoc1)N1CCCC(N2CCN(c3ccc(F)cc3)CC2)C1 (stereo not drawn)	1.9	i
Cc1ccc(NCc2nnc(SCC(=O)Nc3ncc(C)s3)n2Cc2ccco2)c(C)c1	-1	i
Cc1ccc(C(=O)COC(=O)CNC(=O)c2cccs2)cc1C	0.52	i
C=CCN(CC=C)Cc1ccc(C(=O)OC)o1	0.06	i
COc1ccc2[nH]c(=O)c(NC(N)=S)nc2c1	0.16	i
COc1ccc(C(=O)NC(=S)Nc2nnn(C)n2)cc1	0.67	i
COc1ccccc1C(=O)NCC(=O)Nc1ccccc1	-2.3	i
N#C/C(=C\c1cn(CCOc2ccccc2)c2ccccc12)C(=O)NCC1CCCO1 (stereo not drawn)	1.3	i
CCOC(=O)c1cc2sccc2n1CC(=O)OC(C)C	-1.6	i
Cc1noc(C)c1S(=O)(=O)Nc1ccc(C(=O)N2CCN(c3ccc(Cl)cc3)CC2)cc1	-1.6	i
The list goes on:
SMILES	Kir21 inh	KCNQ2 block
O=C(/C=C/c1ccc(Cl)cc1)Nc1nccs1	0.6	i
CCNC(=O)COC(=O)c1[nH]c(C)c(C(=O)OC)c1C	1.1	i
CC(NC(=O)COC(=O)CCNC(=O)c1ccco1)C12CC3CC(CC(C3)C1)C2 (stereo not drawn)	-0.82	i
Cn1cnnc1SCC(=O)Nc1ccc(OCc2ccccc2)cc1	-0.39	i
C=CCn1c(=O)/c(=C/c2cc(OC)c(OC)c(OC)c2)s/c1=C(/C#N)c1nc2ccccc2n1C	-0.67	i
O=C(C1CCCN(S(=O)(=O)c2ccc(Br)cc2)C1)N1CCN(Cc2ccccc2)CC1 (stereo not drawn)	-1.1	i
CCOC(=O)C(C)On1c(-c2ccccc2)nc2ccc([N+](=O)[O-])cc21 (stereo not drawn)	-1.4	i
c1ccc2c(c1)OCC(CNCC1COc3ccccc3O1)O2 (stereo not drawn)	-0.68	i
CN(C)C(CNC(=O)c1ccco1)c1cccs1 (stereo not drawn)	-2.5	i
COc1ccc(C(=O)c2c[nH]c(C(=O)NCc3cccs3)c2)cc1	-0.25	i
Cc1cccc(OCC(=O)NCCNC(=O)c2cccnc2)c1	2.5	i
COc1ccc(C(C(=O)NC2CCCCC2)N(C(=O)CCl)c2cccc(Cl)c2)cc1 (stereo not drawn)	0	i
O=C1CSC(c2ccc([N+](=O)[O-])cc2)N1c1ccc(O)cc1 (stereo not drawn)	-0.76	i
CCN(CCNC(=O)c1cc(C)nn1-c1ccccc1)c1ccccc1	0.55	i
Cc1nnc(NC(=O)c2csc3c2CCC(C)C3)s1 (stereo not drawn)	0.99	i
C#CCOCCOCCOCCNc1nc(N2CCN(C(=O)[C@H](CCCCN)n3cc(C(N)CC(C)C)nn3)CC2)nc(N2CCN(C(=O)[C@H](CCC(=O)O)n3cc(C(N)[C@H](C)CC)nn3)CC2)n1 (stereo partly drawn)	0.44	i
CCC(=O)Nc1ccc(C(=O)CSc2nnc(CNc3ccc(Cl)cc3)o2)cc1OC	-1.4	i
CC(C)Cn1c(CCCNC(=O)c2ccc(F)cc2)nc2ccccc21	0.01	i
O=c1[nH]c(CSc2ncc(C(F)(F)F)cc2Cl)nc2ccccc12	-1.2	i
C=CCn1c(=O)c2ccccc2n2c(SCC(=O)NC)nnc12	-0.08	i
COC(=O)C1=CN(Cc2ccccc2)C=C(C(=O)OC)C1c1ccc(O)c(OC)c1	-2	i
CC(C)CC(=O)N1CCN(S(=O)(=O)c2ccc(Cl)cc2)CC1	-0.62	i
C[C@H](NC(=O)NCc1cccs1)C(=O)O	-1	i
O=C(N/C(=C/c1ccccc1)C(=O)N1CCCCC1)c1ccccc1	1.5	i
O=C(NCc1ccccc1)c1ccco1	1.4	i
The list goes on.
SMILES	Kir21 inh	KCNQ2 block
O=c1cc(NCCCO)c2ccccc2o1	-0.01	i
O=C(NCC(c1cccnc1)N1CCN(c2ccccc2)CC1)c1ccco1 (stereo not drawn)	0.01	i
Cc1cc(C)n(-c2nc(NC(C)C)nc(NC(C)C)n2)n1	-0.86	i
CCCCOC(=O)C1=C(C)Nc2ncnn2C1c1ccc(OC)c(OC)c1OC (stereo not drawn)	1.6	i
c1csc(-c2nc(-c3ccncc3)no2)c1	-0.74	i
Cc1ccc(C(=O)NNC(=O)CSc2nnc(C3CC3)n2C)cc1	0.88	i
C=C(C)Cn1c(CCn2c3ccccc3c3ccccc32)n[nH]c1=S	1.1	i
COc1ccccc1NC(=O)c1ccccc1C(=O)O	0.04	i
c1csc(-c2nnc(N3CCOCC3)c3ccccc23)c1	0.01	i
CCCc1cc(=O)oc2cc(C)cc(OCC(=O)NCCN3CCOCC3)c12	-0.93	i
COc1ccc(CCNC(=O)c2cccs2)cc1	0.76	i
COc1cc2c(cc1OC)C(=O)NCC(C)(C)O2	-0.37	i
O=C(NCC(c1ccco1)N1CCc2ccccc21)c1ccccc1F (stereo not drawn)	-0.94	i
O=C(CSCc1ccccc1)Nc1ccc2c(c1)OCO2	-0.8	i
Cc1ccc2nc(NC(=O)c3ccccc3F)sc2c1	2.9	i
O=[N+]([O-])c1ccc2ncnc(N3CCN(Cc4ccc5c(c4)OCO5)CC3)c2c1	0.45	i
CCn1c(=O)cc(OCC(=O)NC(C)c2ccc3c(c2)OCCO3)c2ccccc21 (stereo not drawn)	0.3	i
S=C1NCN(CCc2ccccc2)CN1	-0.28	i
O=C(CN1CCCN(Cc2ccc(F)cc2Cl)C1=O)NC1CCCCCC1	-0.64	i
COc1ccccc1/C=C1\SC(=S)N(CCC(=O)NNC(=O)c2ccccc2OC)C1=O	-1.8	i
Cc1ccc([N+](=O)[O-])cc1NC(=O)c1cccnc1	0.33	i
CC1CCCN(S(=O)(=O)Cc2ccc(Cl)cc2)C1 (stereo not drawn)	-1.3	i
O=C(CC1C=Cc2ccccc2N1C(=O)c1ccccc1)c1ccccc1 (stereo not drawn)	0.51	i
Cc1cc(OC(=O)c2ccccc2)n(CCC#N)n1	0.87	i
CC(C)C(=O)NC(=S)Nc1ccc(S(=O)(=O)Nc2nccs2)cc1	-2.2	i

No new results follow: entries from further up.
SMILES	Kir21 inh	KCNQ2 block
Cc1cc(OC(=O)c2ccccc2)n(CCC#N)n1	0.87	i
CC(C)C(=O)NC(=S)Nc1ccc(S(=O)(=O)Nc2nccs2)cc1	-2.2	i

Remaining list, next part
SMILES	Kir21 inh	KCNQ2 block
NC(=O)c1ccc(NS(=O)(=O)c2ccccc2F)cc1	1.4	i
COc1cccc(-c2nnc(SC(C(=O)c3c[nH]c4ccccc34)c3ccccc3)n2C)c1 (stereo not drawn)	1.4	i
CCOc1cccc(/C=C(\C#N)C(=O)NC2CC2)c1	0.88	i
COc1ccc(C2NC(=S)NC3=C2CCCC3=C2SCCS2)cc1 (stereo not drawn)	-0.42	i
CC(C)(C)c1nc2cc(Cl)c([N+](=O)[O-])cc2o1	0.42	i
CC(C)N1C(=O)CSC1c1ccc(Br)cc1 (stereo not drawn)	-1.3	i
CNS(=O)(=O)c1cccc(C(=O)OCC(=O)Nc2cc(F)ccc2F)c1	2	i
COc1ccc(-c2csc(Nc3ccc(S(=O)(=O)Nc4cc(C)on4)cc3)n2)cc1C	-0.64	i
Cc1cc(C)cc(C(=O)OCC(=O)Nc2cccc(S(=O)(=O)NC3=NCCCCC3)c2)c1	1.1	i
COC(=O)C1=C(C)N(c2ccc(OC)cc2)C(C)=C(C(=O)OC)C1c1ccc(OC)cc1	0.05	i
COc1ccc(N2C(=O)c3ccccc3NC23CCC(C)CC3)cc1 (stereo not drawn)	-0.02	i
Cc1cc(C(=O)OCCN2C(=O)c3ccccc3C2=O)c2ccccc2n1	0.03	i
Cc1nn2cc(-c3ccc(N)cc3)nc2s1	0.05	i
COc1cc2c(cc1OC)C(c1ccccc1)N(C(=O)c1cccc(S(C)(=O)=O)c1)CC2 (stereo not drawn)	0	i
Cc1cc(C)c2c(c1)/C(=N\N=c1\sc3ccccc3n1C)C(=O)N2	-0.17	i
NC(=O)c1ccc(NC(=O)CS(=O)(=O)c2cn(CC(=O)N3CCCC3)c3ccccc23)cc1	-1.2	i
O=C(NCSc1ccnc(SCNC(=O)c2ccccc2)n1)c1ccccc1	2.1	i
Cc1nnsc1C(=O)Nc1cccc(Cl)c1Cl	0.42	i
CCSc1nsc(NC(=O)Nc2ccccc2F)n1	-0.48	i
CCC(C)(C)C1CCC(=NNC(=O)c2ccoc2C)CC1 (stereo not drawn)	-0.04	i
CCCCC(=O)Nc1cccc(NC(=O)c2ccc(Br)cc2)c1	0.44	i

Part of the list above in order of molar mass, largest number first.
SMILES	Kir21 inh	KCNQ2 block
COc1ccc(C2NC(=S)NC3=C2CCCC3=C2SCCS2)cc1 (stereo not drawn)	-0.42	i
CC(C)N1C(=O)CSC1c1ccc(Br)cc1 (stereo not drawn)	-1.3	i
CC(C)(C)c1nc2cc(Cl)c([N+](=O)[O-])cc2o1	0.42	i
